KCNQ2 block: KCNQ2 potassium channel inhibitors, primary screen, cell-based, CHO-K1, FluxOR thallium flux, B-score (AID 2156). 20 min; hits give low values. B-score at 10 µM. 310,000 tested, 1.1% active;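 active means fluorescence ratio B-score at most minus 3 library SDs, with starting brightness B-score within 2 library SDs, cut at about -5.5 in these data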
Target sequence (O88943 whole entry, looked up): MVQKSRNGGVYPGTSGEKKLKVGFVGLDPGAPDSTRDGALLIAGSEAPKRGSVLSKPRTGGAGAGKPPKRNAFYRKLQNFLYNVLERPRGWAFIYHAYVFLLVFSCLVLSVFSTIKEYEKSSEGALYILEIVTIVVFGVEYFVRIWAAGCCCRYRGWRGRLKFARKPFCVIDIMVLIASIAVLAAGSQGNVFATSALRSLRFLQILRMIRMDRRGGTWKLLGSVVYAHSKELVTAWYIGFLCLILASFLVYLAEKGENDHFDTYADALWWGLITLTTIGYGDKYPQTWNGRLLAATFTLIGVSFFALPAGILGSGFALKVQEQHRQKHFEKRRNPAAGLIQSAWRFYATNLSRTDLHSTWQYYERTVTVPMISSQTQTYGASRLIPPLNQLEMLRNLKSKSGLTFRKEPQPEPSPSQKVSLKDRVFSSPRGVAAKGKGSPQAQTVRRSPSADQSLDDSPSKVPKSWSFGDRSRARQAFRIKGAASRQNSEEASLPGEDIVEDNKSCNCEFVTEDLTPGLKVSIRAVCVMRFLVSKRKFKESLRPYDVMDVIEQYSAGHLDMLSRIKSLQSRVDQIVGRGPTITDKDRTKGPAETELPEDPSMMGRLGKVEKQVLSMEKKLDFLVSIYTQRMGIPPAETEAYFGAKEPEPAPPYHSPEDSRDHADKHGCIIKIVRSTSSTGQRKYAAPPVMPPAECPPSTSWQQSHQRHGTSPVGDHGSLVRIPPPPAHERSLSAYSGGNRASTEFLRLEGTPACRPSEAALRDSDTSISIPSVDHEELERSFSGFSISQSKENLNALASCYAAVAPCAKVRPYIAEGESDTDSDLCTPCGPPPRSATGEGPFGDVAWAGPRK
Kir21 block: Kir2.1 (mouse) channel inhibition; HEK293-Kir2.1, FluxOR thallium flux fluorescence; hits give low values; B-score at 10 µM; 310,000 tested, 0.85% active; AID 1672;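 active means fluorescence ratio B-score at or below minus 3 SD of library scores, with starting-brightness B-score within 2 SD, cut at about -4.2 in these data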;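 further: channel flux triggered by added potassium and thallium sulfate stimulus; B-score of peak minus minimum fluorescence over baseline after thallium stimulus; more negative B-score means stronger Kir2.1 block with less thallium influx; some compounds called inactive have numbers as strong as hits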
Starred values were filed as active, the others as inactive; i = inactive. Rows were taken by chance; about 1.9% have a hit in one of these screens.

SMILES	KCNQ2 block	Kir21 block
COc1cccc(NC(=O)CN(C)C(=O)CN2C(=O)NC3(CCCC3)C2=O)c1	i	0.84
Cc1cc(C)nc(S/C=C/C(=O)c2ccc(F)cc2)n1	i	-0.63
O=C(NCC1CCCO1)C1CCN(S(=O)(=O)c2cccc3nonc23)CC1 (stereo not drawn)	i	-0.73
O=C(O)CN1C(=O)/C(=C/C=C/c2ccccc2)SC1=S	i	-0.08
CC(=O)Nc1cccc(NC(=O)C2C3C=CC(C3)C2C(=O)O)c1 (stereo not drawn)	i	0.63
O=C(Cn1nc(-c2ccccc2)c2ccccc2c1=O)NCCO	i	0.37
c1nc(NC2CCCCC2)c2[nH]cnc2n1	i	-1.8
O=C(CCN1C(=O)/C(=C/c2ccc3c(c2)OCO3)SC1=S)Nc1ccc(C(=O)O)cc1	i	1.8
Cc1nc2nc(-c3cccnc3)[nH]n2c(=O)c1Cc1ccccc1	i	-0.09
COc1ccc(CN2CCCCCC2)cc1	i	-0.16
COc1cccc(/C=N/NC(=O)CNC(=O)/C=C\c2ccccc2)c1O	i	0.44
CCC1(N(C(C)=O)c2ccc(OC)cc2)C(=O)c2ccccc2C1=O	i	-1.5
CNC(=S)N(Cc1cccs1)Cc1cc2cc(OC)c(OC)cc2[nH]c1=O	i	1.5
Cc1ccc(S(=O)(=O)c2cc(C)cc(S(=O)(=O)Nc3ccc(C(=O)O)cc3)c2C)cc1	i	-0.69
COc1ccc(CCNC(=O)c2ccc(CS(=O)Cc3ccc(Cl)cc3)o2)cc1OC (stereo not drawn)	i	-0.84
CCCCOc1ccc(C(=O)N2CCN(c3ncccn3)CC2)cc1	i	0.11
CCOC(=O)c1sc(=S)n(-c2cc(OC)ccc2OC)c1N	i	-0.54
CN(C)S(=O)(=O)c1ccc(NC(=O)COC(=O)c2n[nH]c3ccccc23)cc1	i	0.72
CC(=O)Nc1ccc(S(=O)(=O)N(Cc2ccccc2)c2ccccc2F)cc1	i	-0.02
CCn1cc(C(=O)NCCc2ccc(Cl)cc2)c(=O)c2ccc(C)nc21	i	0.09
O=c1cnnc(N/N=C/c2c[nH]c3ccccc23)[nH]1	i	-0.03
CCOC(=O)C1CCN(C(=O)COC(=O)c2ccc(Br)o2)CC1	i	-0.84
CCOc1ccc(N2C(=O)CC(N(Cc3ccco3)C(C)=O)C2=O)cc1 (stereo not drawn)	i	-0.07
Cc1ccc(C)c(N2CCN(S(=O)(=O)CC34CCC(CC3=O)C4(C)C)CC2)c1 (stereo not drawn)	i	-1.3
C/C(Cl)=C/CSc1nn2c(=O)c3ccccc3nc2s1	i	-0.09
CCN(CC)CCCn1c2c(c(SCC(=O)Nc3cc(C)on3)nc1=O)CCC2	i	-0.75
CCOC(=O)CN1N=C(/C=C/c2ccc(C)cc2)CCC1=O	i	0.02
COc1ccccc1CCNC(=O)C(=O)NCC1OCCN1S(=O)(=O)c1ccc(Cl)cc1 (stereo not drawn)	i	0.52
COC(=O)c1ccc(C(=O)OC)c(=O)[nH]1	i	1.5
Clc1ccc(N2CCOCC2)nn1	i	-0.64
Cc1ccccc1-c1nnn(CC(=O)Nc2ccc3c(c2)OCO3)n1	i	2
COc1cccc(CN2CCN(S(=O)(=O)c3ccc(NC(C)=O)cc3)CC2)c1OC	i	-0.32
Cn1c(CO)cnc1SCC(=O)c1ccc(Br)cc1	i	1.8
O=C(c1c[nH]c2ccc(S(=O)(=O)N3CCOCC3)cc2c1=O)N1CCCC1	i	1.8
Cc1ccccc1NCC(=O)N/N=C/C(Br)=C/c1ccccc1	i	0.99
COc1cccc(CN2CCN(C(=O)c3ccco3)CC2)c1	i	-0.62

A draw from above in order of formula weight, smallest number first.
SMILES	KCNQ2 block	Kir21 block
Clc1ccc(N2CCOCC2)nn1	i	-0.64
COC(=O)c1ccc(C(=O)OC)c(=O)[nH]1	i	1.5
CCOC(=O)CN1N=C(/C=C/c2ccc(C)cc2)CCC1=O	i	0.02

Going on with the list:
SMILES	KCNQ2 block	Kir21 block
Cc1cccc(NC(=O)N2CCC(c3nc4ccccc4o3)CC2)c1	i	-0.9
CCOC(=O)N1CCN(c2nc3c(C)cccn3c(=O)c2C=O)CC1	i	0.72
COc1ccccc1C(=O)NC(CCSC)C(=O)NCC(c1ccccc1OC)N1CCCC1 (stereo not drawn)	i	-0.1
O=C(NN1CCOCC1)c1cc(-c2cccc(Cl)c2)nc2ccccc12	i	0.27
COC(=O)CSc1[nH]c2ccc(Br)cc2c1[N+](=O)[O-]	i	-1.6
Cc1ccc(-n2c(-c3ccc(Cl)cc3)n[nH]c2=S)cc1	i	0
CCC(C)Sc1nc2ccccc2n1CC(=O)O (stereo not drawn)	i	-0.54
Cc1c(Cl)cccc1N/C(SCC(=O)N1CCCCCC1)=C(/C#N)c1nc2ccccc2s1	i	-0.21
C=CCN(CC=C)CCOc1ccc(C)cc1[N+](=O)[O-]	i	-1.5
COc1cccc(OC)c1C(=O)Nc1sc2c(c1C(N)=O)CCCC2	i	1.1
NC(N)=N/N=C/c1ccccc1Cl	i	0.59
C[C@H](NC(=O)c1ccccc1Cl)C(=O)OCC(=O)N1CC2(C)CC1CC(C)(C)C2 (stereo partly drawn)	i	0.06
Cc1ccc(C(=O)OCc2cn3ccccc3n2)cc1	i	-0.33
CCN1CCN(C(CNS(=O)(=O)c2ccc(C)cc2)c2ccccc2)CC1 (stereo not drawn)	i	-1.1
Cc1cccc(-n2c(N)c(C(=O)N3CCN(C)CC3)sc2=S)c1	i	0.18
CNC(=S)NNC(=O)c1cc(C(C)(C)C)nn1Cc1ccc(F)cc1	i	-0.87
COc1cc(SC)ccc1C(=O)Nc1c(C)cccc1C	i	0.39
C/C(CC(=O)NC(C)C)=N\NC(=O)COc1cc(C)c(Br)cc1Br	i	-0.31
O=C(O)c1ccc(-n2c(-c3ccccc3)n[nH]c2=S)cc1	i	1.1
O=C(c1ccc2nc3ccc(Cl)cc3c(=O)n2c1)N1CCOCC1	i	1.3
C/C(=N\NC(=S)NCCc1ccccc1)c1ccc(Cl)cc1	i	1.3
Cc1cc(C(=O)NCC(c2ccco2)N(C)C)no1 (stereo not drawn)	i	-1.9
CSc1ncccc1C(=O)NC1CCCCCCC1	i	-0.84
Cc1ccc(C)c(NC(=O)CS(=O)(=O)c2c[nH]c3ccccc23)c1	i	-0.5

Looked up by compound from the entries so far, 7 records:
SMILES	KCNQ2 block	Kir21 block
Cc1ccc(C(=O)OCc2cn3ccccc3n2)cc1	i	-0.33
NC(N)=N/N=C/c1ccccc1Cl	i	0.59
c1nc(NC2CCCCC2)c2[nH]cnc2n1	i	-1.8
CNC(=S)NNC(=O)c1cc(C(C)(C)C)nn1Cc1ccc(F)cc1	i	-0.87
COC(=O)CSc1[nH]c2ccc(Br)cc2c1[N+](=O)[O-]	i	-1.6
C/C(Cl)=C/CSc1nn2c(=O)c3ccccc3nc2s1	i	-0.09
CC(=O)Nc1ccc(S(=O)(=O)N(Cc2ccccc2)c2ccccc2F)cc1	i	-0.02

Further entries
SMILES	KCNQ2 block	Kir21 block
COCCNC(=O)c1csc2c1CCCC2	i	0.81
Cc1ccc(NC2=C(N3CCOCC3)C(=O)c3ccccc3C2=O)cc1	i	-0.87
COc1ccc(-c2cc(C(=O)Nc3cccnc3)no2)cc1OC	i	-0.16
Cn1c(=O)[nH]c(=O)c2c1nc(N)n2Cc1ccccc1	i	0.42
Cc1ccc(OCCn2c(=S)[nH]c3c(N)ncnc32)cc1	i	-0.1
CC1CCCC(NC(=O)CN(C)S(=O)(=O)c2cccc3cccnc23)C1C (stereo not drawn)	i	-0.22
O=C1c2ccccc2NC(c2ccc(-c3ccc(Br)cc3)o2)N1O (stereo not drawn)	i	0.82
Cc1cc2ccccc2c(=O)n1CC(=O)Nc1ccc2c(c1)OCCO2	i	2.1
Cc1occc1C(=O)NCc1nc(-c2ccc(Cl)cc2)no1	i	1.9
Cc1oc(-c2ccc(-c3ccccc3)cc2)nc1CN(CCO)C(C)C	i	-1.8
COCCNC(=S)NNC(=O)CSCc1ccc(Cl)cc1Cl	i	0.08
CN1C(=O)C2C(c3ccc(N(C)C)cc3)NN(Cc3ccccc3)C2C1=O (stereo not drawn)	i	0
COc1ccc(N2CCN(CC(O)COc3c(OC)cccc3OC)CC2)cc1 (stereo not drawn)	i	-0.01
Cc1cccc(NS(=O)(=O)c2ccc(C(=O)NCC(c3ccccc3)N(C)C)cc2)c1C (stereo not drawn)	i	-0.66
Cc1cc(S(=O)(=O)NC(C)C)ccc1OCC(=O)Nc1ccc2c(c1)OCCO2	i	-0.28
C/C(=N\OC(=O)c1cccc(C(F)(F)F)c1)c1sc(-c2ccccc2)nc1C	i	1.6
COc1cc(OC)c(OC)cc1/C=C1\CCC(C2CCCC2)C1=O (stereo not drawn)	i	0.11
O=C(CN1C(=O)c2ccccc2C1=O)Nc1cc(C(=O)O)cc(C(=O)O)c1	i	-0.46
O=C1NN(c2ccccc2)C(=O)/C1=C\c1ccc2c(c1)OCO2	i	-0.54
COc1ccc(C2CC(C(F)(F)F)n3nc(C(=O)NCCN4CCOCC4)cc3N2)cc1 (stereo not drawn)	i	1.2
O=C(C1CC1)N1CCc2[nH]c3ccccc3c2C1	i	-2.3
Cc1ccc(NC(=O)N2CCCC2C(=O)NCc2ccccc2Cl)cc1 (stereo not drawn)	i	0.44
Cc1ccc2cc(C(c3nnnn3Cc3ccccc3)N3CCN(c4ccccc4)CC3)c(=O)[nH]c2c1 (stereo not drawn)	i	0.86
COCCn1c(C)cc(C(=O)CSc2n[nH]c(N)n2)c1C	i	0.53

A run of entries from further up:
SMILES	KCNQ2 block	Kir21 block
Cc1ccc2cc(C(c3nnnn3Cc3ccccc3)N3CCN(c4ccccc4)CC3)c(=O)[nH]c2c1 (stereo not drawn)	i	0.86
COCCn1c(C)cc(C(=O)CSc2n[nH]c(N)n2)c1C	i	0.53

Going on with the list:
SMILES	KCNQ2 block	Kir21 block
O=S(=O)(c1ccccc1)C1(S(=O)(=O)c2ccccc2)CCCC1	i	-2.4
COc1cc(/C=C/c2sc3ccccc3[n+]2CCCS(=O)(=O)[O-])ccc1O	i	-8.1
CCN(CC)S(=O)(=O)c1cccc(NC(=O)c2cc(-c3cccs3)nn2-c2ccccc2)c1	i	0.5
CCOC(=O)C1CCN(C(=O)c2ccc(C)c(S(=O)(=O)N3CCCC3)c2)CC1	i	-0.12
CN(C)CC/C=C1\c2ccccc2Sc2cc(F)c(Cl)cc21	i	-4.8*
COc1ccc(NC(=O)CN2CCC(C(=O)c3ccc(C)cc3)CC2)c(OC)c1	i	0.38
COC(=O)[C@@]12CCCN1[C@H](c1ccc(-c3ccc(F)cc3)c(OC)c1)[C@H]1C(=O)N(C)C(=O)[C@H]12	i	-0.2
Fc1ccccc1-c1n[nH]c(=S)n1Cc1ccccc1	i	-0.09
Cc1ccc(-c2nc3cnccn3c2Nc2ccc3c(c2)OCO3)o1	i	-1.1
COC(=O)[C@@H]1CCCN1C(=O)CCc1nnc(C2CCCCC2)o1	i	-0.47
CCC(C)N(C(=O)c1csnn1)C(C(=O)NC(C)(C)C)c1ccccc1 (stereo not drawn)	i	0.3
O=C(CCc1ccccc1)Nc1cc2c3c(c1)CCC(=O)N3CCC2	i	-1.6
Cc1cc(C)n(-c2nc(NC(C)(C)C)nc(NC(C)(C)C)n2)n1	i	0.9
O=S(=O)(c1cccc2cccnc12)N1CCCCC1	i	0.14
Cc1cccc(N2CCN(C(=O)c3ccccc3NC(=O)C3=CSCCO3)CC2C)c1 (stereo not drawn)	i	-0.51
CN(CC(=O)Nc1ccc2c(c1)OCO2)S(=O)(=O)c1ccc(F)cc1	i	0.69
Cc1ccc(/C=C/C(=O)OCC(=O)NC(C)C)o1	i	1.6
O=C(OCC(=O)N(CCc1ccccc1)Cc1ccccc1)c1ccccc1O	-7.2*	-0.62
COc1ccccc1NC(=O)Cc1ccc(-c2ccccc2)cc1	i	0.67
Cc1nn(C)c(C)c1S(=O)(=O)NCc1cccs1	i	0.39
Cc1ccc(-c2nc(N)n(C(=O)c3cccs3)n2)cc1	i	-0.53
COc1ccc(CN(C(=O)c2snc(C(N)=O)c2N)C(C(=O)NC2CCCC2)c2ccc(OC)c(OC)c2)cc1 (stereo not drawn)	i	0.19
C=CCNc1nc(Cl)nc(Nc2cc(Cl)ccc2OC)n1	i	-1.4
O=C(c1cc2c(s1)CCCC2)N1CCN(S(=O)(=O)c2ccccc2)CC1	i	0.54
CCC(CO)NC(=O)c1cc2c(s1)CCC2 (stereo not drawn)	i	1.6
CC(OC(=O)c1cccs1)C(=O)NC1CC1 (stereo not drawn)	i	1.1
Cc1nc(C)n(C(C)CNS(=O)(=O)c2ccc(C)c(C)c2)n1 (stereo not drawn)	i	0.34
O=C(CN1CCCCC1)Nc1ccccc1Oc1ccccc1	i	-5.6*
Cc1ccccc1NC(=S)NCCc1ccccc1	i	-0.35
COc1ccc(NC(=O)C(c2ccc(OC)cc2)N(C)C(=O)Cc2cccs2)cc1 (stereo not drawn)	i	0.62
CN(CC(=O)Nc1ccc(Cl)cc1)C(=O)c1ccc(-n2cncn2)c([N+](=O)[O-])c1	i	-2.5
O=C(NC(Cc1ccc2c(c1)OCO2)C(=O)N1CCCC1C(=O)O)c1ccccc1 (stereo not drawn)	i	-2.4
CC(C)Cc1cc(C(=O)Nc2cc(C(F)(F)F)ccc2Cl)no1	i	-0.98
CCOC(=O)CSc1nnnn1-c1cc(OC)c(Cl)cc1OC	i	-0.3
COc1ccccc1C(=O)n1nc(-c2ccc(Cl)cc2)nc1N	i	0
O=C(NCc1ccc2[nH]c3c(c2c1)CCCC3)c1ccc(S(=O)(=O)N2CCCC2)cc1	i	0.01
CCc1ccc(N2C(=O)c3sc4nnc(-c5ccccc5)c(=O)n4c3C2=O)cc1	i	1

Source: PubChem BioAssay (Johns Hopkins Ion Channel Center)
